Bioassay records deposited in PubChem BioAssay by National Center for Advancing Translational Sciences (NCATS).
Vif-APOBEC3G blk: Vif-A3G binding inhibition; 0.076% of 410,000 active; Potency, µM (series often up to 46.1 µM), for the others: at the top dose activity, negative = active, actives largely listed as inhibitors; HeLa A3G-eYFP + Vif (tagged APOBEC3G with the HIV-1 protein that degrades it), YFP fluorescence, overnight; Q9HC16;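 note: potency is the fitted concentration of half-maximal effect; % is set by controls: 0 for no effect and ±100 for the full control effect; nearly all actives have a fitted effect of over 60% in size; hits raise eYFP signal because A3G escapes Vif-driven loss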
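Read-out is eYFP fluorescence (Ex 488/Em 500-530) from Vif-expressing HeLa A3G-eYFP cells; more signal means A3G escaped Vif-mediated degradation. Cells plated overnight, compound pinned in, incubated overnight at 37 deg C.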
PI4K2A block: blocks human PI4K2A kinase activity | Q9BTU6 | purified PI4K2A, ADP-Glo luminescence, 1 h; active compounds read low | activity change, negative = inhibition, % at 76.9 µM | 0.13% of 420,000 active | AID 1346378; in the data active = activity change below about -50%; inconclusive = mostly about -30% to -49%;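 note: -100% = wells without enzyme as full effect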
Target sequence (Q9BTU6 whole entry, looked up): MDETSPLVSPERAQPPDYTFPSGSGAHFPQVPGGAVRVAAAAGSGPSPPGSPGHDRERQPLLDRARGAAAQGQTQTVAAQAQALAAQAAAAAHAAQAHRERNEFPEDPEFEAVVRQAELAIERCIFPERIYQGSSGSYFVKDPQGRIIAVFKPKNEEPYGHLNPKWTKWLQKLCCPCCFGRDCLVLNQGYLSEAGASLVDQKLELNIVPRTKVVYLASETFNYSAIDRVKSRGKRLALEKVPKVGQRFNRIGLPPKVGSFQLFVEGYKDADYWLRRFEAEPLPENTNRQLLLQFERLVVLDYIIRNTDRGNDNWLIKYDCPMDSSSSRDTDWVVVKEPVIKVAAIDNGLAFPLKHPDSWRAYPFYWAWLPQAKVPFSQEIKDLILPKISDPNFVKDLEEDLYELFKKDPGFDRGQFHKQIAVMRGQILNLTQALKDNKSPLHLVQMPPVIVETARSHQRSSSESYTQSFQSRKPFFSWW
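In this quantitative HTS, ADP production by PI4K2A was quantified luminescently after 1 h at ambient temperature; 100 microM adenosine served as plate-quality control.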
Glioma ERSR ind: inducers of ER stress response in human glioma cells; 0.02% of 420,000 active; U87-MG GRP78 promoter luciferase reporter, 16 h; Potency, µM, for inactives: at the top dose activation, hits mostly activators; AID 602332; note: potency is the fitted concentration of half-maximal effect; series mostly up to about 76 µM; % of control where 0% means no effect; nearly all actives have a fitted effect of over 35% in size
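Stably transfected U87-MG glioma cells carrying a GRP78-based luciferase sensor; 16 h compound incubation. Luminescence end-point read 10 min after Bright-Glo addition at room temperature.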
IDH1 R132H inh: inhibitors of human mutant IDH1 R132H. O75874. IDH1-R132H enzyme, NADPH consumption, diaphorase/resazurin fluorescence. Potency, µM (top dose mostly 76.6 µM), without a hit: top-dose activity change, negative = inhibition, most hits filed as inhibitors. 0.093% of 390,000 active; note: potency is the fitted concentration of half-maximal effect; % is set by controls: 0 for no effect and ±100 for the full control effect; nearly all actives have a fitted effect of over 65% in size
Target sequence (O75874 whole entry R132H, stated change not applied): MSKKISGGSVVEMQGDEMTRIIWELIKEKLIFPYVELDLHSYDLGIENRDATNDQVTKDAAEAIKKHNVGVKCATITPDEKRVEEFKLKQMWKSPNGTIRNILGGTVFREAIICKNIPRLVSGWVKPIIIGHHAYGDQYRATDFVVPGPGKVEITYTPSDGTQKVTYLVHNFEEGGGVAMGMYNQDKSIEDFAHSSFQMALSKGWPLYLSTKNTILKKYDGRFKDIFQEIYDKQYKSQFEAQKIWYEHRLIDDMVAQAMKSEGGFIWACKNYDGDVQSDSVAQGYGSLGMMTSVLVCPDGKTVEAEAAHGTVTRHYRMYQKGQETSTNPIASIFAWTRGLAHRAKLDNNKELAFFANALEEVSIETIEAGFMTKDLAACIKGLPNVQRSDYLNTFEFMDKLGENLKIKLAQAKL
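IDH1-R132H (0.5 ug/mL dispensed) in pH 7.5 Tris buffer was preincubated 30 min with compound, then given a substrate mix of 0.016 mM NADPH and 2 mM alpha-KG for 80 min at room temperature; remaining NADPH was read by diaphorase/resazurin fluorescence.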
RXFP1 ag: agonists of human relaxin receptor RXFP1 | Q9HBX9 | HEK293T-RXFP1 cAMP TR-FRET, 30 min; response scale: percent of porcine relaxin response, buffer zero | Potency, µM (titrated, usually from 57.5 µM), for the others: top-dose activation, usual class: activators | 0.3% of 370,000 active; note: potency is the fitted concentration of half-maximal effect; % is set by controls: 0 for no effect and ±100 for the full control effect; nearly all actives have a fitted effect of over 60% in size; many of its hits are not listed in these tables
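Agonist response is measured as cAMP accumulation in an RXFP1-transfected HEK293T line under PDE4 inhibition. Values are scaled between buffer-only and 29 nM porcine relaxin, and EC50s come from standard Hill equation fits.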
USP1-UAF1 inh: inhibitors of human USP1/UAF1 deubiquitinase; Potency, µM (highest dose often 57.1 µM), without a hit: at the highest dose activity change, negative = inhibition, usual class: inhibitors; recombinant USP1/UAF1, Ub-Rhodamine cleavage fluorescence; 0.23% of 390,000 active; AID 743255; note: potency is the fitted concentration of half-maximal effect; % is set by controls: 0 for no effect and ±100 for the full control effect; nearly all actives have a fitted effect of over 60% in size; inactives centre near -12
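USP1/UAF1 complex at 1 nM was preincubated with compound for 15 min at room temperature, then Ub-Rho substrate (150nM final) was added. Fluorescence (480/540 nm) was read kinetically, 6 reads every 60 seconds.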
LDHA block: blocks human lactate dehydrogenase A; purified LDHA, NADH/diaphorase-resazurin fluorescence; active compounds read low; 0.15% of 480,000 active; P00338; activity change, % (values are at about 110 or 230 µM); AID 1347041; in the data active = activity change below about -30%; inconclusive = mostly about -25% to -30%;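 note: plate controls were DMSO wells for no effect and wells without enzyme for full effect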
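LDH5 2 nM; NADH 0.06 mM, pyruvate 0.2 mM; 200 mM Tris pH 7.4, EDTA, Tween-20; 5 min RT. Detection: diaphorase 0.133 mg/mL + resazurin 37 µM, fluorescence ex540/em590 at 0 and 20 min; normalized to enzyme-free and DMSO wells.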
Vif-APOBEC3F blk: blocks the Vif interaction with APOBEC3F; 0.2% of 390,000 active; HeLa A3F-eYFP + Vif (tagged APOBEC3F with the HIV-1 protein that degrades it), YFP fluorescence increase; Potency, µM (series often up to 46.1 µM), without a hit: at the top dose activity, negative = active; note: potency is the fitted concentration of half-maximal effect; % of control where 0% means no effect; nearly all actives have a fitted effect of over 65% in size
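HeLa cells stably expressing A3F-eYFP plus Vif, plated and incubated overnight at 37 deg C, then exposed to compounds overnight at 37 deg C. Blocked degradation read as raised yellow fluorescence (Ex 488/Em 500-530).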
TrxR1 substrate: is turned over as a substrate by rat TrxR1. AID 588456. Potency, µM (titrated, usually from 114 µM), inactives show at the highest dose activity change, negative = substrate turnover. purified TrxR1 substrate turnover, NADPH consumption readout. 0.01% of 390,000 active. O89049; note: potency is the fitted concentration of half-maximal effect; % is set by controls: 0 for no effect and ±100 for the full control effect; nearly all actives have a fitted effect of over 50% in size
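Rat TrxR1, dispensed at 90 nM, was prereduced with 400 uM NADPH (final) for 5 min at ~22 deg C, then incubated with compound 15 min before 400 uM selenite. A first-read NADPH fluorescence drop versus no-compound background flagged substrates.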
* = called active by the depositor; u = inconclusive; x = no result given; & = joins results of further samples; [ ] = remark or other dose. Unless noted, calls come from the whole dose curve; as a rule, active = well fitted curve in the direction sought with a large enough effect; inconclusive = small, poorly fitted or top-dose-only effect, or another doubt; inactive = no such curve, though single readings can be large; an effect the other way counts as inactive or inconclusive.

SMILES	Vif-APOBEC3G blk	PI4K2A block	Glioma ERSR ind	IDH1 R132H inh	RXFP1 ag	USP1-UAF1 inh	LDHA block	Vif-APOBEC3F blk	TrxR1 substrate
COCCn1c(SCC(=O)NC2CC2)nc2ccccc21	3%	1	-1%	-3%	-0.1%	-13%	-2	-6%	-2%
CCN(C(=O)CSc1nnc(-c2ccccc2Cl)n1C1CCCC1)C1CCS(=O)(=O)C1 (stereo not drawn)	1%	6	-1%	1%	-1.1%	-17%	-1	-14%	5%
O=C(COC(=O)c1cc(F)c(F)cc1Cl)NC1CCCCCC1	-1%	-4	-2%	6%	x	-7%	-9	-2%	x
O=C1NC(C(=O)O)=CC(c2cccc(Cl)c2Cl)N1 (stereo not drawn)	1%	-2	-4%	-8%	0.0%	-13%	-3	9%	12%[57.1 µM]
COc1ccc(CCC(=O)NCCOc2ccc(Cl)cc2)cc1	-1%	2	-1%	5%	4.1%	-16%	-5	-4%	9%[57.1 µM]
Cc1ccccc1C(=O)NNS(=O)(=O)c1ccc(F)cc1	1%	-3	u	6%	x	3%	3	-5%	x
Cc1cccc(NC(=O)CSc2nccn2Cc2ccco2)c1C	-3%	4	-1%	-8%	0.5%	-11%	0	-8%	-2%
O=C(Nc1cccc(Cl)c1)c1cnn2cccnc12	3%	-3	4%	4%	0.6%	u	-6	-6%	0%
COc1cc(CCN=Cc2ccccc2O)c([N+](=O)[O-])cc1OC	0%	3	-4%	x	x	x	-12	x	x
CCOC(=O)c1cccnc1NC(=O)c1ccccc1	0%	1	-1%	10%	0.4%	-17%	-4	1%	6%[57.1 µM]

Next part (2 carried over from the part before).
SMILES	Vif-APOBEC3G blk	PI4K2A block	Glioma ERSR ind	IDH1 R132H inh	RXFP1 ag	USP1-UAF1 inh	LDHA block	Vif-APOBEC3F blk	TrxR1 substrate
COc1cc(CCN=Cc2ccccc2O)c([N+](=O)[O-])cc1OC	0%	3	-4%	x	x	x	-12	x	x
CCOC(=O)c1cccnc1NC(=O)c1ccccc1	0%	1	-1%	10%	0.4%	-17%	-4	1%	6%[57.1 µM]
CCc1ccc2c(c1)NC(c1ccc(C)cc1)=NC(c1cccs1)=N2	-4%	-1	4%	-1%	-1.2%	-19%	-4	-3%	-10%
Cc1ccc(C(=O)N(CN2CCCC2=O)c2ccc(F)cc2)cc1	2%	-4	-1%	6%	0.3%	-4%	-7	3%	8%[57.1 µM]
O=C(NCc1nnc(SCC(=O)N2CCCCCC2)o1)c1ccccc1F	0%	-2	-6%	-10%	0.7%	-28%	-3	-9%	5%
COc1cc(CCC(O)CC(=O)CCc2ccccc2)ccc1O (stereo not drawn)	3%	0	-3%	-5%	0.3%	4%	-8	6%	0%
O=C(NCc1ccco1)C(c1ccccc1)N(C(=O)Cc1cccs1)c1ccccc1 (stereo not drawn)	2%	6	-4%	-16%	0.6%	1%	-3	-3%	-1%
CCOc1ccc(CCNC(=O)CN2CCN(Cc3ccc(Cl)cc3)C2=O)cc1OCC	2%	-2	-1%	10%	3.1%	-10%	9	0%	0%
COc1cc(/C=N/NC(=O)CSc2n[nH]c(=O)[nH]c2=O)cc(OC)c1O	-5%	2	2%	11%	-2.0%	-25%	8	9%	-3%
COc1ccc(C)cc1S(=O)(=O)Nc1ccccc1C	-1%	2	-7%	1%	0.8%	0%	-10	5%	11%[57.1 µM]
C=CCOc1ccc(/C=N/NC(=O)CC(=O)NC2CCCCC2)cc1	4%	4	-3%	2%	0.4%	-19%	-11	0%	3%
Nc1ccc(N2N=C(N3CCCC3)CC2=O)cc1	-3%	1	-1%	-4%	x	-27%	7	-3%	x
CCOc1ccc(Cn2nnc(C(=O)Nc3cc(OC)cc(OC)c3)c2N)cc1	2%	9	-6%	1%	1.1%	-21%	-2	-17%	6%[57.1 µM]
Cc1nn(-c2cccc(Cl)c2)c(Cl)c1/C=N/NC(=O)c1cccs1	-12%	2	0%	-5%	0.9%	0%	1	-24%	-4%
COc1ccc(OC)c(NC(=O)CSCC(=O)O)c1	0%	1	-5%	7%	-0.3%	-10%	0	8%	0%
O=C(Nc1nccs1)c1ccc(-c2ccc(F)c(Cl)c2)o1	-14%	2	9%	9%	-0.6%	-18%	-4	-13%	-6%
Cc1sc2ncnc(SCC(=O)N3CCCC(C(F)(F)F)C3)c2c1C (stereo not drawn)	-1%	-3	-2%	7%	5.8%	-18%	2	5%	6%
O=C(c1oc2ccccc2c1N1CCCCC1)N1CCCCC1	1%	13	-3%	-4%	0.3%	-22%	-2	6%	4%
CN(C(=O)c1cnc2n(c1=O)CCS2)C1CCCCC1	1%	-6	-1%	-3%	3.2%	10%	-12	3%	13%[57.1 µM]
Cn1c(NNC(=O)c2ccccc2F)cc(=O)n(C)c1=O	-2%	0	-2%	2%	0.0%	-22%	2	1%	-1%
O=C(NCc1ccccc1OC(F)(F)F)C1CCC(=O)N(C2CC2)C1 (stereo not drawn)	2%	4	-4%	6%	4.1%	-10%	-2	1%	-4%
CCc1nc(SCC(=O)c2ccc(Cl)s2)c2oc3ccccc3c2n1	1%	2	1%	-1%	11%	-18%	-14	0%	-5%
Cc1cc(NC(=S)NC(=O)C2CC2)ccc1Br	0%	-1	3%	8%	-0.2%	-19%	-4	-19%	2%
CCCc1ccc(C(=O)[C@@H]2[C@@H](C(C)=O)N3c4ccc(F)cc4C=C[C@@H]3[C@@]23C(=O)Nc2ccccc23)cc1	-1%	4	2%	4%	-3.1%	-17%	6	u	8%
CC(=O)Nc1ccc(S(=O)(=O)Nc2nc(-c3ccc(C(C)(C)C)cc3)cs2)cc1	0%	0	6%	0%	4.3%	-6%	-8	-5%	-11%
CSc1cccc(NC(=O)CCCn2c(=O)c3cccn3c3cccnc32)c1	6%	-5	-5%	13%	1.6%	-17%	-9	-2%	4%
CC(C)(C)n1ncc2c(=O)n(Cc3ccc(Cl)cc3)cnc21	1%&0%	-2	-9%&-1%	-2%	3.3%	-7%	-1	6%	4%&-1%
COc1ccc(C(=O)c2ccccc2)cc1CN1CCOCC1	0%	8	-2%	-4%	x	-8%	-18	0%	x
O=C(NC12CC3CC(CC(C3)C1)C2)c1cncc(Br)c1	1%	1	2%	1%	-4.1%	-12%	-11	-15%	-5%
O=C(c1ccccc1)N1CCCN(c2nccc(C(F)(F)F)n2)CC1	0%	-3	-7%	-4%	2.4%	-10%	-9	6%	-2%
CCCC(=O)Nc1ccccc1NC(=O)CN(C)S(=O)(=O)c1ccccc1	1%	-6	-2%	1%	1.0%	-19%	0	1%	7%[57.1 µM]
Cc1ccc(S(=O)(=O)NCC2CCC(C(=O)NCc3cccnc3)CC2)cc1 (stereo not drawn)	1%	2	-1%	-1%	3.4%	-5%	-11	4%	4%[57.1 µM]
Cc1c(OCC(=O)NC(Cc2ccc(Cl)cc2)C(=O)O)ccc2c(-c3ccccc3)cc(=O)oc12 (stereo not drawn)	-1%	2	-2%	6%	1.7%	-16%	-16	4%	-1%
Cc1nc(-c2ccccc2)nc2n[nH]c(N)c12	-2%	0	0%	6%	x	-14%	3	0%	6%
CSc1ccc(CN2CCC(CO)(Cc3ccc(Cl)cc3)CC2)cc1	4%	0	-2%	-3%	-1.1%	-18%	-2	12%	1%
CC(C)(C)S(=O)(=O)c1cnc(-c2cnccn2)nc1N	-2%	0	0%	0%	0.5%	-1%	2	16%	10%[11.4 µM]
CC1=C(C(=O)Nc2ccc([N+](=O)[O-])cc2)C(c2cccc(C(F)(F)F)c2)NC(=S)N1c1ccccc1 (stereo not drawn)	4%	0	-2%	3%	0.9%	-19%	-4	-20%	-17%
Cc1cccn2c(=O)nc(SCC(=O)NCc3ccc(F)cc3)nc12	-10%	5	-2%	11%	14%	-1%	-5	-3%	9%
COc1ccc(NC(=O)c2oc3ccccc3c2NC(=O)c2ccco2)cc1	0%	2	0%	-4%	-0.5%	-26%	-14	u	-3%
CCN(CC(=O)NC(C)C)C(=O)c1ccc(S(=O)(=O)N(C)c2ccccc2OC)cc1	3%	-4	-4%	9%	0.2%	3%	-2	3%	13%[57.1 µM]
Cc1cc(Br)ccc1NC(=O)c1ccc(-n2cncn2)c([N+](=O)[O-])c1	-1%	0	-4%	11%	0.1%	-4%	-2	2%	1%
N/C(CCN1CCOCC1)=N/O	0%	-1	-3%	1%	-4.3%	-18%	-3	6%	2%
COc1ccc(/C=N/n2cnc3c([nH]c4ccc(C)cc43)c2=O)cc1CN1CCCC1	5%	1	9%	-6%	2.6%	-20%	-3	-6%	-4%
COc1ccc(NC(=O)CN2CCCN(S(=O)(=O)c3ccc(F)cc3)CC2)cc1	-8%	3	-3%	5%	2.2%	1%	-4	-2%	-7%
COc1ccc(/C=C/C(=O)NC(=S)NCCc2ccc(OC)c(OC)c2)cc1	-6%	5	2%	-1%	2.1%	0%	-3	-6%	4%[57.1 µM]
Cc1cc(=O)oc2c(C)c(OCC(=O)NCCCn3ccnc3)ccc12	2%	12	2%	-2%	3.6%	-16%	0&-1	1%	20%
COc1cc(CNc2nc3ccccc3s2)cc(OC)c1OC	-7%	-3	3%	-1%	-2.2%	-8%	-7	-4%	1%
CCOc1cc(C(=O)Nc2ccc([N+](=O)[O-])cn2)cc(OCC)c1OCC	0%	4	-1%	1%	0.3%	-3%	-5	5%	-1%[57.1 µM]

Not all compounds are listed. The share of hits here may be higher or lower than overall.
